ABCB6 inh MLPCN: inhibitors of human ABC transporter ABCB6; Q9NP58; K562-ABCB6 porphyrin accumulation, flow cytometry, 1 h; stronger effect = lower value; fluorescence ratio to DMSO, % at 10 µM; 360,000 compounds, 0.19% hits;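 active = fluorescence ratio to DMSO below 75%, the collection mean minus 3 SD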;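 note: signal is porphyrin accumulated inside mitochondria; 100% equals median channel fluorescence of DMSO control wells; lower ratio means ABCB6 inhibition with less porphyrin fluorescence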
Target sequence (Q9NP58 whole entry, looked up): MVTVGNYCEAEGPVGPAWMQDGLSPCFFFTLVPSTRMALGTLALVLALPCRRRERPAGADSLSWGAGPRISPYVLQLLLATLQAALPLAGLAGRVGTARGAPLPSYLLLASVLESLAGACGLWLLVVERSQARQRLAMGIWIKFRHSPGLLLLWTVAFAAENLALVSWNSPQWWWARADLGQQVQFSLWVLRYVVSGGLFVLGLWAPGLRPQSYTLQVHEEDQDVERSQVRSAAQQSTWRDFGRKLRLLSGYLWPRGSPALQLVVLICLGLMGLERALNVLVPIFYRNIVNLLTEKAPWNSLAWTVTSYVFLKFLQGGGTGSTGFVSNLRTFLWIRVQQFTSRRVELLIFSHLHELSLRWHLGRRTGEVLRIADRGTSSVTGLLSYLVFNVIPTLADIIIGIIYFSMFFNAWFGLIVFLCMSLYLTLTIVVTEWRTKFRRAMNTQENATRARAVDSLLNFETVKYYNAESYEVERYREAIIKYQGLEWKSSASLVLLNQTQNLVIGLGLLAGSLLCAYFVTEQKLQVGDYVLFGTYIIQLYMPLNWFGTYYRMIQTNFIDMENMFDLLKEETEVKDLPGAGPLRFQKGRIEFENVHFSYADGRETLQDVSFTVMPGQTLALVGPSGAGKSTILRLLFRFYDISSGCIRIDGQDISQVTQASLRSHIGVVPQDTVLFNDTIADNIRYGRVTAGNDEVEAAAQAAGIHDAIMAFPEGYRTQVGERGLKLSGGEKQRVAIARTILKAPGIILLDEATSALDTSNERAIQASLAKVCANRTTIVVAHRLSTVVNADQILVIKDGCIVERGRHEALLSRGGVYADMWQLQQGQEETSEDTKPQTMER
SRC2 inh: inhibits human steroid receptor coactivator 2 | HEK293 GAL4-SRC2 luciferase reporter, luminescence | Q15596 | AID 651957 | inhibition, % at 9 µM | 370,000 compounds, 0.17% hits;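 active = inhibition above the mean inhibition of all tested compounds plus 3 SD, set per campaign, cut at about 52% in these data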;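 note: 0% = DMSO treated cells and 100% = cells given Gossypol at 36 µM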
MC4R barr agon: activates human MC4R beta-arrestin recruitment; U2OS MC4R beta-arrestin complementation, luminescence; percent of melanotan II response, DMSO zero; P32245; 360,000 compounds, 0.98% hits; activation, % at 8.9 µM;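 active = activation above a per-plate cutoff, the mean activation of sample wells on that plate plus 3 SD, cut at about 8% in these data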
m5-HT2A agonist: agonists of mouse serotonin 5-HT2A receptor (HTR2A); activation, % at 7.6 µM; P35363; CHO-K1 mHTR2A beta-arrestin complementation, luminescence; percent of 30 µM serotonin response; 360,000 compounds, 0.66% hits;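 active = activation above a run cutoff, the mean activation of all tested compounds plus 3 SD, cut at about 14% in these data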;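 note: 0% = plate median of compound wells and 100% = 30 µM serotonin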
Glyco luc inh: N-linked glycosylation inhibition | D54 ERlucT glycosylation luciferase reporter, 24 h; percent of 100 nM tunicamycin response | reporter increase, % at 12.5 µM | 360,000 compounds, 0.23% hits;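 active = mean luciferase reporter signal, scaled so untreated is 0 and the glycosylation-blocking control 100, at or above a set limit in every replicate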;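 note: luciferase carries N-glycosylation sites so blocking glycosylation raises the light; 0% = median of neutral control wells and 100% = median of 100 nM tunicamycin wells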
ABHD5-PLIN5 inh: inhibitors of human ABHD5-perilipin-5 interaction. Q00G26+Q8WTS1. Split G. princeps luciferase complementation, luminescence, 4 h. inhibition, % at 4 µM. 360,000 compounds, 0.78% hits. AID 602281;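 active = inhibition above the mean inhibition across every tested compound plus 3 SD, cut at about 22% in these data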;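 note: 0% = DMSO only wells and the 100% control is not disclosed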
MC4R antagonist: antagonists of human melanocortin 4 receptor (MC4R); P32245; MC4R-expressing cells, MTII-stimulated cAMP, LANCE TR-FRET; inhibition, % at 6.5 µM; 360,000 compounds, 0.48% hits;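 active = inhibition above its plate's cutoff, the mean of tested wells on that plate plus 3 SD, cut at about 29% in these data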;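 note: 0% = Melanotan II alone and 100% = Melanotan II plus saturating MCL0020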
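Material – human MC4R-expressing U2OS cells · Repeats – no replicates · Detection – TR-FRET with Eu-cAMP and labeled anti-cAMP, 671 nm · Times – compound 30 min, challenge 1 h, detection 1 h · Compound – single nominal compound dose of 6.5 µM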
TLR9-MyD88 block: TLR9-MyD88 interaction inhibition | Q9NR96+Q99836 | CHO BLA complementation TLR9-MyD88, CCF4 FRET ratio | inhibition, % at 4.98 µM | 340,000 compounds, 0.21% hits;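 active = inhibition above the mean over all tested compounds plus 3 SD, cut at about 21% in these data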;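 note: 0% = DMSO only wells and 100% = clavulanate BLA inhibitor control wells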
H9c2 protect: protects H9c2 cardiomyocytes from peroxide injury. 360,000 compounds, 0.63% hits. protection from H2O2 cell death, % at 20 µM. H2O2 injury protection, ATPLite, 2 h;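 active = compounds giving at least 50% protection of heart cells from peroxide-induced death in the single-dose screen, raw or plate-pattern-corrected value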;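 note: 0% = DMSO wells with peroxide and 100% = DMSO wells without peroxide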
NOD2-RIPK2 inh: blocks binding of human NOD2 to RIPK2. inhibition, % at 4.98 µM. 360,000 compounds, 0.38% hits. CHO BLA complementation NOD2-RIPK2, CCF4 ratio. AID 624267. O43353; in the data active = inhibition above about 21%;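 note: 0% = vehicle only and 100% = reference blocker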
Numbers without * were called inactive; / = not tested or not shown. An excerpt; the hit share may differ from the screen's.

no.	Structure	ABCB6 inh MLPCN	SRC2 inh	MC4R barr agon	m5-HT2A agonist	Glyco luc inh
1	COc1ccccc1C(=O)NCCn1cc(SCC(=O)NCC2CCCO2)c2ccccc21 (configuration not stated)	103.0	8.7	-0.5	-0.8	-1.9
2	CCS(=O)(=O)c1ccc(-c2cccc(NC(=O)c3ccc(Br)o3)c2)nn1	102.0	9.9	-1.6	7.2	-6.3
3	CCOC(=O)[C@H]1[C@H]2COc3ccc(Cl)cc3[C@@H]2N2C(=O)c3ccccc3NC(=O)[C@@]12C	102.0	10.7	1.0	1.8	-2.3
4	O=C(COC(=O)CNC(=O)c1ccccc1)NCCc1ccccc1	108.0	1.8	-1.4	-1.6	0.0
5	O=C(N/N=C/C=C/c1ccccc1[N+](=O)[O-])c1cc(-c2ccccc2)n[nH]1	88.0	-15.9	-0.7	-6.4	-0.3
6	COc1c(C)cccc1C(=O)Nc1cc(-c2nn3c(C)nnc3s2)ccc1C	99.0	-12.7	1.0	5.9	1.0
7	O=c1ccn(-c2cccc(C(F)(F)F)c2)nc1-c1ccn(-c2ccccc2)n1	99.0	17.1	-0.3	0.8	-0.9
8	COc1ccc(C(=O)Nc2nc3ccccc3[nH]2)cc1S(=O)(=O)N1CCOCC1	91.0	-6.2	1.7	4.3	-4.9

no.	ABHD5-PLIN5 inh	MC4R antagonist	TLR9-MyD88 block	H9c2 protect	NOD2-RIPK2 inh
1	-1.9	-2.6	0.8	-0.9	-6.2
2	-9.0	3.8	-0.6	3.0	1.8
3	-3.7	16.6	0.0	2.3	0.2
4	-3.9	11.3	1.9	-11.2	-7.6
5	-5.8	8.5	3.9	26.6	-3.5
6	0.8	10.2	-13.2	11.4	-17.4
7	-0.9	-6.0	-6.9	5.6	-13.8
8	0.8	4.2	6.4	6.5	-4.5

Compound profiles, from the list above. Screens in order: ABCB6 inh MLPCN, SRC2 inh, MC4R barr agon, m5-HT2A agonist, Glyco luc inh, ABHD5-PLIN5 inh, MC4R antagonist, TLR9-MyD88 block, H9c2 protect, NOD2-RIPK2 inh
O=C(COC(=O)CNC(=O)c1ccccc1)NCCc1ccccc1 reads 108.0, 1.8, -1.4, -1.6, 0.0, -3.9, 11.3, 1.9, -11.2, -7.6
CCS(=O)(=O)c1ccc(-c2cccc(NC(=O)c3ccc(Br)o3)c2)nn1 reads 102.0, 9.9, -1.6, 7.2, -6.3, -9.0, 3.8, -0.6, 3.0, 1.8
O=C(N/N=C/C=C/c1ccccc1[N+](=O)[O-])c1cc(-c2ccccc2)n[nH]1 reads 88.0, -15.9, -0.7, -6.4, -0.3, -5.8, 8.5, 3.9, 26.6, -3.5
COc1ccccc1C(=O)NCCn1cc(SCC(=O)NCC2CCCO2)c2ccccc21 (configuration not stated) reads 103.0, 8.7, -0.5, -0.8, -1.9, -1.9, -2.6, 0.8, -0.9, -6.2

Next part.
no.	Structure	ABCB6 inh MLPCN	SRC2 inh	MC4R barr agon	m5-HT2A agonist	Glyco luc inh
9	CCCCn1c(N)c(N(CCC(C)C)C(=O)C2CCCC2)c(=O)[nH]c1=O	98.0	-15.3	5.7	2.8	-0.3
10	COCCCNC(=S)N1CCN(Cc2ccc3c(c2)OCO3)CC1	99.0	13.6	-0.8	-1.4	0.4
11	CCc1cccc(C)c1NC(=O)Nc1c(Br)cnn1C	97.0	/	-1.8	-0.9	-0.3
12	Cc1ccc(CNC(=O)[C@@H](NC(=O)Cc2ccccc2)C(C)C)cc1	104.0	6.5	2.0	-11.8	1.3
13	O=C(NC1CCCCC1)C(c1cccnc1)N(C(=O)CCl)c1ccccc1Cl (configuration not stated)	100.0	58.7*	2.2	2.2	-3.1
14	Cc1noc(C)c1NC(=O)Nc1cccc2c1O[C@@H](CN(C)C(=O)Nc1ccc3c(c1)OCO3)[C@@H](C)CN([C@H](C)CO)C2=O	100.0	-7.5	-4.1	1.0	4.5
15	CCOc1ccc(C(C(=O)NC(C)(C)C)N(CCOC)C(=O)CCC(=O)Nc2nccs2)cc1 (configuration not stated)	100.0	-17.8	0.6	4.3	1.4
16	Cc1ccc(S(=O)(=O)NCc2csc(C)n2)cc1	97.0	8.4	-0.9	3.9	0.4

no.	ABHD5-PLIN5 inh	MC4R antagonist	TLR9-MyD88 block	H9c2 protect	NOD2-RIPK2 inh
9	-12.0	9.2	-0.8	-2.4	0.1
10	-5.0	3.0	7.0	1.7	-4.3
11	-2.2	2.8	1.1	7.4	-10.1
12	4.5	12.0	0.3	-3.2	-7.4
13	-0.5	-4.4	-11.8	-0.4	3.3
14	-6.0	6.3	-3.7	8.7	4.2
15	6.1	3.6	2.4	2.9	-9.9
16	-1.8	-1.4	8.3	3.0	0.6

Other structures
no.	Structure	ABCB6 inh MLPCN	SRC2 inh	MC4R barr agon	m5-HT2A agonist	Glyco luc inh
17	C[C@H](NC(=O)[C@@H]1CCCN1C(=O)[C@@H]1CCCN1)c1ccccc1	91.0	-9.8	/	2.8	/
18	Cc1ccc(N2C(=O)C3Sc4[nH]c(=O)sc4C(c4ccccc4)C3C2=O)cc1 (configuration not stated)	102.0	-1.0	-1.1	-0.3	2.1
19	CC(C)NC(=O)NC(=O)COC(=O)c1cccc(S(=O)(=O)N2CCCCC2)c1	96.0	-36.0	-1.3	-1.2	-0.2
20	c1ccc2c(c1)CSc1sccc1C2=C1CCNCC1	91.0	10.8	-1.4	-3.7	-2.8
21	Cc1ccc(-n2nnnc2SCC(=O)NC2CCCc3ccccc32)c(C)c1 (configuration not stated)	99.0	-9.3	-0.4	-3.8	-3.0
22	COC(=O)c1cnn(-c2ccccc2)c1-n1cccc1C=O	99.0	-9.3	-1.1	7.7	-0.2
23	C#Cc1ccc(C(=O)Nc2cc(C(N)=O)ccc2N2CCOCC2)cc1	97.0	-2.8	1.5	2.3	-1.8
24	Nc1nn(-c2ccccc2)c2ccc([N+](=O)[O-])cc12	98.0	-50.7	-0.5	-10.3	7.1

no.	ABHD5-PLIN5 inh	MC4R antagonist	TLR9-MyD88 block	H9c2 protect	NOD2-RIPK2 inh
17	-4.0	/	/	/	1.1
18	-13.3	7.6	0.6	7.7	-1.9
19	5.8	1.7	-7.9	6.4	-16.8
20	16.6	-2.2	-8.9	-3.0	0.4
21	-9.4	0.8	-11.8	-11.3	-9.6
22	7.2	7.4	3.9	-4.1	1.1
23	2.8	10.7	1.1	10.0	-14.8
24	5.8	-11.4	5.4	-8.5	2.8

(more compounds)
no.	Structure	ABCB6 inh MLPCN	SRC2 inh	MC4R barr agon	m5-HT2A agonist	Glyco luc inh
25	COC(=O)C1=C(C)N(Cc2ccccc2)C(=O)N[C@H]1c1cccs1	95.0	-6.0	-0.8	-4.1	-4.7
26	O=C(CSc1nc(=O)n2ccccc2n1)NCc1ccc2c(c1)OCO2	95.0	2.4	0.0	6.3	-1.3
27	Cc1nc(SCc2ccccc2)c2oc3ccccc3c2n1	96.0	5.1	-1.8	1.4	-1.3
28	Cc1nn(C)c(Oc2cccc(Cl)c2)c1C(=O)Nc1ccc(F)cc1F	95.0	1.1	-0.6	-5.9	-3.3
29	FC(F)(F)c1ccc2c(c1)N1CCCC1CN2 (configuration not stated)	120.0	-0.9	-2.0	-2.5	1.7
30	COc1ccccc1OCC#CCn1ccnc1	93.0	-21.7	-3.9	-2.3	2.5
31	Cc1noc(C)c1CSCC(=O)OCC(=O)Nc1sccc1C#N	96.0	-20.2	1.3	1.8	4.1
32	CC(CCCN1CCCC1)Nc1ccnc2cc(Cl)ccc12 (configuration not stated)	101.0	-10.1	-0.8	-8.2	-5.1
33	O=C(Nc1c2c(nn1-c1ccc(F)cc1)CSC2)c1ccc(S(=O)(=O)N2CCOCC2)cc1	93.0	/	-1.2	10.3	-1.6
34	Fc1ccc(-c2c[nH]c(=S)n2Cc2ccccc2)cc1	100.0	-18.7	-5.0	-16.0	-2.0

no.	ABHD5-PLIN5 inh	MC4R antagonist	TLR9-MyD88 block	H9c2 protect	NOD2-RIPK2 inh
25	2.8	5.5	0.7	-2.2	0.7
26	6.5	-0.1	1.4	1.3	5.4
27	-0.8	7.7	-9.2	-3.0	-7.6
28	2.1	-1.2	-4.5	-3.7	-17.6
29	-3.2	-4.1	12.3	-6.5	-4.5
30	-1.7	0.1	0.9	12.0	0.6
31	-2.6	-0.7	5.0	4.0	-6.8
32	2.3	-6.3	17.5	1.1	1.2
33	2.8	2.9	1.2	-3.6	5.5
34	-8.7	11.4	-6.2	-11.9	-6.7

Five compounds from above, sorted by the number in Glyco luc inh, descending.
entry | Compound | ABCB6 inh MLPCN | SRC2 inh | MC4R barr agon | m5-HT2A agonist | Glyco luc inh | ABHD5-PLIN5 inh | MC4R antagonist | TLR9-MyD88 block | NOD2-RIPK2 inh
31 | Cc1noc(C)c1CSCC(=O)OCC(=O)Nc1sccc1C#N | 96.0 | -20.2 | 1.3 | 1.8 | 4.1 | -2.6 | -0.7 | 5.0 | -6.8
30 | COc1ccccc1OCC#CCn1ccnc1 | 93.0 | -21.7 | -3.9 | -2.3 | 2.5 | -1.7 | 0.1 | 0.9 | 0.6
27 | Cc1nc(SCc2ccccc2)c2oc3ccccc3c2n1 | 96.0 | 5.1 | -1.8 | 1.4 | -1.3 | -0.8 | 7.7 | -9.2 | -7.6
33 | O=C(Nc1c2c(nn1-c1ccc(F)cc1)CSC2)c1ccc(S(=O)(=O)N2CCOCC2)cc1 | 93.0 | / | -1.2 | 10.3 | -1.6 | 2.8 | 2.9 | 1.2 | 5.5
32 | CC(CCCN1CCCC1)Nc1ccnc2cc(Cl)ccc12 (configuration not stated) | 101.0 | -10.1 | -0.8 | -8.2 | -5.1 | 2.3 | -6.3 | 17.5 | 1.2

Screens from PubChem.
